Tau fibril FP – qHTS for Inhibitors of Tau Fibril Formation, Fluorescence Polarization; Microtubule-associated protein tau (Homo sapiens), P10636; K18 P301L tau heparin fibrillization, Alexa594 FP, 6 h; Potency, µM (titrated, usually from 57.7 µM), for inactives: top-dose activity, negative = inhibition, hits mostly inhibitors; actives 0.39% (n = 280,000); AID 1468, 2008; also: % is scaled to controls: 0 for no effect and ±100 for the full control effect; nearly all actives have a fitted effect of over 55% in size
Target sequence (P10636 561-689 P618L limits assumed): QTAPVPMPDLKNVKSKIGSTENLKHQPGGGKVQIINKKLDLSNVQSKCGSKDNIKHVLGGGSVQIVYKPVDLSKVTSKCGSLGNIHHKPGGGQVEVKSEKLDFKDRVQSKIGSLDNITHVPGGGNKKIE
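Recombinant K18 P301L […], labeled with Alexa 594 at 0.24 uM over 15 uM unlabeled; heparin inducer 20 uM final; 37 C, 6 hr; FP endpoint.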
RECQ1 helicase – qHTS Assay for Inhibitors of RecQ-Like Dna Helicase 1 (RECQ1); ATP-dependent DNA helicase Q1 (Homo sapiens), P46063; RECQ1 DNA unwinding, red fluorescence kinetic read; Potency, µM (titrated, usually from 57.3 µM), without a hit: at the top dose activity, negative = inhibition, most hits filed as inhibitors; actives 0.54% (n = 240,000); AID 2549, 2010;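 also: plate controls were vehicle for no effect and no enzyme for full effect; nearly all actives have a fitted effect of over 30% in size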
Target sequence (P46063 whole entry, looked up): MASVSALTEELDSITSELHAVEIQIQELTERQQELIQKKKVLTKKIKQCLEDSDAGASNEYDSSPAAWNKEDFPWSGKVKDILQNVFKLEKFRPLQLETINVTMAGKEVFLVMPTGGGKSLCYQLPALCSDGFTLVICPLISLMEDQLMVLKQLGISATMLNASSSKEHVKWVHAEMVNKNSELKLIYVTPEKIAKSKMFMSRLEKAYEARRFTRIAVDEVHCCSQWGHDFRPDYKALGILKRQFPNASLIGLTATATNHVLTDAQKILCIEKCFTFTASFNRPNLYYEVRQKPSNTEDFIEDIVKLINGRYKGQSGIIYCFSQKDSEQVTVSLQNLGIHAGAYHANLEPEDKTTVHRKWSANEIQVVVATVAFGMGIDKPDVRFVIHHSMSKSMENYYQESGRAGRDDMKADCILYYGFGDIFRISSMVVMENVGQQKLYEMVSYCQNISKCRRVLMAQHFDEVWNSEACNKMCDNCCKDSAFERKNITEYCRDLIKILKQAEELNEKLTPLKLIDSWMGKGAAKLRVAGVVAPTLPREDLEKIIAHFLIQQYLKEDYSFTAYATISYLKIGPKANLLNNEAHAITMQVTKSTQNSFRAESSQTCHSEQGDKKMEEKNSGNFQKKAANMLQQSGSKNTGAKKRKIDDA
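50 nM RECQ1T1 preincubated 15 min with compound in Tris pH 8.0 buffer with MgCl2, DTT, Tween-20 and 2.5 ug/ml poly(dI-dC); started with 200 nM TAMRA/BHQ-2 forked duplex and 2 mM ATP. Unwinding read as fluorescence (525/598 nm), two reads 2 h apart.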
L3MBTL1 inh – qHTS Assay for the Inhibitors of L3MBTL1; Lethal(3)malignant brain tumor-like protein 1 (Homo sapiens), Q9Y468; AlphaScreen L3MBTL1–H3K9me1 peptide binding; Potency, µM (highest dose often 57.1 µM), for inactives: at the top dose activity, negative = inhibition, usual class: inhibitors; actives 0.66% (n = 230,000); also: % is scaled to controls: 0 for no effect and ±100 for the full control effect; nearly all actives have a fitted effect of over 60% in size
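Displacement of a biotinylated histone H3(1-15) peptide monomethylated at Lys9 (75 nM) from L3MBTL1 (50 nM) was measured by AlphaScreen after a 30 min room-temperature compound incubation; cefsulodin titration served as intraplate control.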
Tau fluor counter – Counterscreen qHTS for Inhibitors of Tau Fibril Formation, Fluorescence Polarization; tau K18 P301L Alexa594 fluorescence, heparin fibrillization; Potency, µM (series often up to 57.7 µM), without a hit: top-dose activity change, negative = decrease; actives 0.93% (n = 280,000); also: % is scaled to controls: 0 for no effect and ±100 for the full control effect; nearly all actives have a fitted effect of over 55% in size
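Human tau K18 P301L (15 uM unlabeled, 0.24 uM Alexa 594-labeled) in 100 mM sodium acetate pH 7 with 20 uM heparin, 6 hr at 37 C. ThT 30 uM added, 1 hr ambient; Alexa 594 FP and total fluorescence read at 555/632 nm.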
HTT cytoprotect – qHTS Multiplex Assay to Identify Dual Action Probes in a Cell Model of Huntington: Cytoprotection (ATP). PC12 HTT-Q103 induced, cytoprotection, ATP luminescence, 40 h. Potency, µM (titrated, usually from 56.4 µM), inactives show cytoprotection (ATP increase), most hits filed as activators. actives 0.14% (n = 230,000);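 also: % of control where 0% means no effect; nearly all actives have a fitted effect of over 45% in size; toxic huntingtin expression switched on by the ecdysone agonist tebufenozide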
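Quantitative HTS on tebufenozide-induced (100 nM) PC12 cells expressing HTTQ103 exon 1–GFP; compounds tested as a concentration series; survival measured via cellular ATP.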
TRb SRC2 PPI – qHTS for Inhibitors of the Interaction of Thyroid Hormone Receptor and Steroid Receptor Coregulator 2. Thyroid hormone receptor beta (Homo sapiens), P10828. TRbeta-SRC2 peptide binding, fluorescence polarization; receptor liganded with 1 µM T3. Potency, µM (titrated, usually from 106 µM), for inactives: top-dose activity change, negative = inhibition, usual class: inhibitors. actives 0.065% (n = 280,000). AID 1469, 2008;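 also: plate controls were bound peptide for no effect and peptide without receptor for full effect; nearly all actives have a fitted effect of over 50% in size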
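Human TRb LBD (0.6 uM) plus Texas Red-labeled SRC2 peptide (20 nM), 1uM T3, 5% DMSO, 5 hr at ambient temperature. Decreased polarization (555/632 nm) flags inhibition; data normalized to free and bound peptide controls.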
TR SRC2 fluor cs – Total Fluorescence Counterscreen for Inhibitors of the Interaction of Thyroid Hormone Receptor and Steroid Receptor Coregulator 2; Potency, µM (titrated, usually from 106 µM), for the others: at the highest dose fluorescence change, negative = quenching; TRb/SRC2 Texas Red total fluorescence interference; actives 0.29% (n = 280,000); active = well fitted curve in either direction with a large enough effect; inconclusive = small, poorly fitted or top-dose-only effect; also: % is scaled to controls: 0 for no effect and ±100 for the full control effect
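Human TRβ ligand-binding domain (0.6 uM) and Texas Red SRC2 peptide (20 nM) in Tris buffer with 1 uM T3 and 5% DMSO were incubated with pinned compound for 5 hr at ambient temperature. Total fluorescence was computed as S + 2P (555/632 nm).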
Tau fibril ThT – qHTS for Inhibitors of Tau Fibril Formation, Thioflavin T Binding | actives 2.1% (n = 270,000) | AID 1460, 2008 | recombinant tau K18 P301L (four-repeat tau fragment), heparin-induced fibrillization, ThT fluorescence | Microtubule-associated protein tau (Homo sapiens), P10636 | Potency, µM (doses to about 57.4 µM), for the others: top-dose activity, negative = inhibition, usual class: inhibitors; also: % is scaled to controls: 0 for no effect and ±100 for the full control effect; nearly all actives have a fitted effect of over 55% in size
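Heparin-induced (20 uM) aggregation of recombinant human K18 P301L tau, 15 uM unlabeled with 0.24 uM labeled, pH 7 acetate buffer, 6 hr at 37 C with compound. Fibrils quantified by 30 uM ThT fluorescence after 1 hr ambient incubation.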
Starred values were filed as active, the others as inactive; i = inactive; ? = inconclusive; . = no result given; [ ] = remark or other dose. Unless noted, calls follow the shape of the dose curve; as a rule, active = well fitted curve in the direction sought with a large enough effect; inconclusive = small, poorly fitted or top-dose-only effect, or another doubt; inactive = no such curve, though single readings can be large; an effect the other way counts as inactive or inconclusive. Potency is read from the fitted curve at half-maximal effect. An excerpt; rates above refer to the full screens.

Structure,Tau fibril FP,RECQ1 helicase,L3MBTL1 inh,Tau fluor counter,HTT cytoprotect,TRb SRC2 PPI,TR SRC2 fluor cs,Tau fibril ThT
CC1=CC(=NOC(=O)/C=C/c2ccccc2)C=C(C)C1=O,?,-2%,-8%,-28%,20%,8%,1%,22µM*
CCn1c(SCCOc2ccc(Cl)cc2)nnc1-c1cccs1,-3%,i,4%,-19%,3%[10 µM],-1%,-2%,?
CCCC(c1nnnn1CCOC)N(Cc1cc2cc(C)c(C)cc2[nH]c1=O)CC1CCCO1 (centres undefined),0%,10%,2%,-1%,-21%,1%,0%,-7%
CCOc1ccc(C2CC(=O)NC(NC(=O)c3cccc(Cl)c3)=N2)cc1 (centres undefined),-2%,.,.,-7%,.,2%,-10%,10%
Cc1csc(NC(=O)CS(=O)(=O)c2ccccc2)n1,-6%,i,7%,-2%,.,-4%,3%,3%
O=C(NCc1cccnc1)C1CC2c3ccccc3C1c1ccccc12 (centres undefined),-6%,-4%,-7%,-3%,7%,1%,1%,-7%
COc1ccc(C(=O)COC(=O)CNC(=O)c2cccc(OC(F)F)c2)cc1,?,-13%,3%,-16%,-28%,0%,-4%,-13%
COc1ccccc1NS(=O)(=O)c1cc(NC(=O)c2cc3ccccc3oc2=O)ccc1C,5%,-9%,-4%,-12%,-12%[10 µM],-7%,-69%,-7%
O=C(O/N=C1/CCSc2ccccc21)c1ccc(F)cc1,-3%,-12%,9%,-8%,-17%,1%,0%,?
CC1CCN(c2nncc3ccccc23)CC1,0%,1%,-1%,-8%,-25%[10 µM],-6%,-2%,-18%
Cc1cccc(-c2nnc(SCCC(=O)N3CCOCC3)o2)c1,-1%,i,27%,0%,11%[10 µM],-4%,-3%,2%
CC#CCN1c2ccccc2[C@]23C[C@@H](C(=O)OC)N(S(=O)(=O)CCCC)C2=NC(C(=O)OC)=C(C(=O)OC)[C@H]13,5%[11.6 µM],-17%[11.5 µM],.,-19%[11.6 µM],9%[10 µM],4%[11.2 µM],-2%[11.2 µM],?
Cc1nc2ccccc2c2c1C(=O)N(C1CCCCCCC1)C2=O,4%,-12%,-7%,-8%,-25%,-5%,-2%,-8%
CCCN1C2CCCC1CC(NC(=S)Nc1ccc(OC)cc1)C2 (centres undefined),5%,-8%,-11%,-16%,27%[10 µM],-3%,-1%,-11%
CC1=NNC(=O)C1Cc1ccc(F)cc1 (centres undefined),2%,-4%,-2%,2%,40%[10 µM],3%,-8%,-1%
C=CCc1cc(Cl)ccc1OCCN(C)C,-1%,-10%,-2%,3%,27%,0%,-5%,5%

2 records drawn at random from those above:
Structure,Tau fibril FP,RECQ1 helicase,L3MBTL1 inh,Tau fluor counter,HTT cytoprotect,TRb SRC2 PPI,TR SRC2 fluor cs,Tau fibril ThT
CC#CCN1c2ccccc2[C@]23C[C@@H](C(=O)OC)N(S(=O)(=O)CCCC)C2=NC(C(=O)OC)=C(C(=O)OC)[C@H]13,5%[11.6 µM],-17%[11.5 µM],.,-19%[11.6 µM],9%[10 µM],4%[11.2 µM],-2%[11.2 µM],?
Cc1cccc(-c2nnc(SCCC(=O)N3CCOCC3)o2)c1,-1%,i,27%,0%,11%[10 µM],-4%,-3%,2%

Later entries:
Structure,Tau fibril FP,RECQ1 helicase,L3MBTL1 inh,Tau fluor counter,HTT cytoprotect,TRb SRC2 PPI,TR SRC2 fluor cs,Tau fibril ThT
CCOC(=O)N1CCC(=NNc2nc(C)cc(=O)[nH]2)CC1,-13%,-4%,.,-10%,-18%,-5%,-6%,?
CN1CC=C2C(C#N)=C(N)C(C#N)(C#N)[C@H](c3ccoc3)[C@H]2C1,?,?,.,?,-6%,?,15%,22µM*
CCOC(=O)c1c(NC(=O)CC2SC(N)=NC2=O)sc2c1CCC(C)C2 (centres undefined),-11%,-14%,-11%,-3%,29%[10 µM],2%,-6%,-16%
Nc1cccc2c1C(=O)N(C(=O)c1cccc(S(=O)(=O)N3CCCCCC3)c1)C2=O,8%,-7%,.,-8%,4%,6%,1%,?
Cc1ccc(-n2ncc3c(N4CCN(C)CC4)ncnc32)cc1Cl,?,.,.,?,.,-10%,-2%,-13%
CCc1ccc(CNC(=O)Cc2ccc(NC(=O)N3CCSc4ncccc43)cc2)cc1,10%,.,.,-12%,.,-7%,-1%,-2%
COc1cc(C)ccc1OCCOCCN(C)Cc1ccccc1,0%,-2%,2%,8%,-11%[10 µM],-11%,1%,11%
O=C(O)c1ccc(N2C(=O)/C(=C\c3ccccc3)N=C2c2ccccc2)cc1,4%,-9%,.,-6%,5%[10 µM],8%,-4%,-13%
COCCn1c(SCC(=O)Nc2cc(C)on2)nc2ccccc21,3%,i,3%,1%,3%,2%,-2%,1%
COc1ccc(CN2CCNC(=O)C2CC(=O)NCc2cnn(C)c2)cc1OC (centres undefined),-3%,i,7%,4%,-12%[10 µM],-3%,-1%,-2%
CC(C)C(C)NC(=O)COc1ccc(-c2ccccc2)cc1 (centres undefined),10%,i,.,-4%,-6%,-1%,1%,-6%
COc1ccc(C(=O)NC(=S)NCc2ccccc2)cc1OC,5%,i,-11%,-22%,5%,3%,-3%,-9%
COc1ccccc1N1CCN(S(=O)(=O)CCNC(=O)C2CC(=O)N(c3ccccc3)C2)CC1 (centres undefined),-6%,.,.,-12%,.,-3%,-7%,-2%
COc1ccc(Cn2nnnc2C(c2cc(OC)ccc2OC)N2CCC(C(N)=O)CC2)cc1 (centres undefined),-2%,-6%,-6%,2%,16%[10 µM],-4%,-4%,0%
O=C1c2ccccc2C(=O)N1CCSc1n[nH]c(=S)s1,-11%,-24%,.,-8%,-14%,-4%,-2%,-14%
COCCOC(=O)c1cc(C(=O)c2cc(F)ccc2O)coc1=N,0%,5%,6%,-12%,-12%[10 µM],5%,-1%,-10%
COc1ccccc1CNC(=O)C1CC(c2ccc([N+](=O)[O-])cc2)=NO1 (centres undefined),11%,i,2%,-18%,-4%,-8%,-4%,?
CCOC(=O)C1=C(c2ccccc2)NC(SC)=C(C#N)C1c1cccnc1 (centres undefined),-3%,0%,4%,-9%,-5%[10 µM],0%,1%,-2%
COCn1c2ccccc2c2nnc(C(=O)O)nc21,-7%[11.6 µM],7%[11.5 µM],.,-2%[11.6 µM],-19%[10 µM],4%[11.2 µM],-3%[11.2 µM],0%[11.5 µM]
Clc1ccc(SCc2cc(-c3ccccc3)no2)cc1,2%,-7%,20%,-7%,20%,3%,0%,-6%
O=C(c1ccc(Cl)cc1)c1ccc(CN2C(=O)c3ccccc3C2=O)o1,1%,-6%,-9%,-25%,-8%,5%,0%,-17%
COc1ccccc1C(=O)NCCc1nc2ccccc2n1C,-4%,7%,6%,3%,-12%,6%,-2%,-8%
N#Cc1nc(/C=C/c2ccc(F)cc2)oc1NC1CCCCC1,1%,.,.,-11%,.,-7%,-1%,-3%
COC(=O)c1sc2ccccc2c1NC(=O)c1ccc(S(=O)(=O)N2CCC(C)CC2)cc1,-8%,11%,12%,-21%,-7%[10 µM],-8%,0%,-3%
CC(=O)N(C)c1nc(-c2ccc(Cl)cc2)cs1,-3%,i,3%,-2%,-33%,-1%,0%,-15%
CCCCNC(=O)C1=C(N)C(C(=O)Nc2ccc(C)c(S(=O)(=O)N3CCCCC3)c2)SC1=Nc1ccc(C)cc1C (centres undefined),-5%,-16%,.,?,-54%[inhibitor],-4%,-1%,-12%
Cc1ccc(N(CC(=O)NCc2ccco2)C(=O)CCC(=O)Nc2nccs2)cc1,8%,-9%,.,-13%,17%[10 µM],0%,-3%,-9%
COc1ccccc1NC(=O)N1CCCC1C(=O)NCc1ccc(F)cc1 (centres undefined),-7%,-7%,-2%,-1%,-12%,-6%,0%,-1%
Cc1ccc(S(=O)(=O)N2CCC(=O)N(C(COCc3cccc(C)c3)C(C)C)CC2)cc1 (centres undefined),4%,-7%,4%,-13%,.,0%,-5%,?
CSCCC(NC(=O)C1CCC(C)CC1)C(=O)OCC(=O)c1ccc(Cl)cc1 (centres undefined),-6%,?,5%,-13%,0%[10 µM],-3%,-3%,-8%
COc1ccc(CCNC(=O)CCC(=O)N2CCN(S(=O)(=O)c3ccccc3)CC2)cc1OC,-7%,-1%,.,-1%,-11%[10 µM],-5%,-1%,-6%
CN1CCC(N(C)C(=O)/C(C#N)=C/c2ccc(OC(F)F)cc2)CC1,1%,-2%,.,1%,13%[10 µM],-3%,-4%,-13%
Cn1cc(Br)c(-c2cccc(NC(=O)CCCC(=O)O)c2)n1,1%,0%,?,-3%,-1%[10 µM],5%,-1%,-3%
COC(=O)c1[nH]c(C)c(/C(O)=C2\C(=O)C(=O)N(CCN(C)C)C2c2ccc(OC)cc2)c1C (centres undefined),2%,-2%,1%,2%,-12%,-1%,-1%,-12%
CC(C)CC(=O)NC(=S)Nc1cc(C(=O)O)ccc1Cl,-4%,0%,8%,1%,.,-3%,0%,-2%
Cc1cc(C(=O)NCc2ccccc2Br)no1,1%,i,.,-5%,-7%,-1%,-4%,-10%
O=C(/C=C/c1ccccc1)c1ccc2c(c1)OCO2,14%,-30%,0%,-8%,7%[10 µM],-1%,-1%,?
Cc1ccc2c(c1)-c1nc(-c3ccc4c(c3)NC(=O)CO4)cc(-c3ccccc3)c1CO2,?,.,.,-24%,.,9%,-12%,3%
Cc1ccc(-c2nc3cc(Cl)ccc3o2)cc1,-14%,-1%,.,-13%,-35%,6%,1%,-20%

Assay outcomes: PubChem BioAssay, National Center for Advancing Translational Sciences (NCATS)
